From PubChem
mcGAS MS inh – inhibitors of Mus musculus cyclic GMP-AMP synthase, initial high-throughput assay, cell-free, RapidFire MS. Q8C6L5. inhibition, % at 12.5 µM. recombinant mouse cGAS, cGAMP by RapidFire MS. AID 1259397, 2018. hit rate 0.18% among 130,000;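 active = inhibition of cGAS enzyme activity at or above 60%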;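 note: enzyme stimulated by 45 bp dsDNA with ATP and GTP substrates; cGAMP share of summed cGAMP plus half ATP and half GTP signals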
Target sequence (Q8C6L5 whole entry, looked up): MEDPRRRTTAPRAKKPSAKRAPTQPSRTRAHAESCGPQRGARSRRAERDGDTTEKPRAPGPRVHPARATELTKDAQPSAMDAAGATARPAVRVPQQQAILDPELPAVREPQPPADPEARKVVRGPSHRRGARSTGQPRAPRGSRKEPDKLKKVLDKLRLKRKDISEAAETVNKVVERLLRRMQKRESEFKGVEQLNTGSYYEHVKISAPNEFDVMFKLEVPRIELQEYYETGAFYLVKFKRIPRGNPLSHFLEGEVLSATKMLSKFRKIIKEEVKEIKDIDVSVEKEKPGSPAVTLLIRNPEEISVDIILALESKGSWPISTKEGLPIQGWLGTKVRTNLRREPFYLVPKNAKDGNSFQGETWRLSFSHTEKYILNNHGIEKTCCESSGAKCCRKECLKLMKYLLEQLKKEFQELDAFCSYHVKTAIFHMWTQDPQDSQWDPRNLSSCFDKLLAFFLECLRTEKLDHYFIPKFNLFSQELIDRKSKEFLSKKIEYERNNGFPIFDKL
Active calls of the source: *; & = joins results of further samples. Not all compounds are listed. The share of hits here may be higher or lower than overall.

SMILES | mcGAS MS inh
COC(=O)CCn1c(C)cc(C(=O)COC(=O)CC(O)(c2ccc(C)o2)C(F)(F)F)c1C (centres undefined) | -7.8
CCCCc1ncc(CN2CCCC(CNC(=O)C3(c4ccc(Cl)cc4)CC3)C2)[nH]1 (centres undefined) | 0.6
Cc1nc(CN2CCN(C(=O)c3cn(-c4ccccc4)nn3)CC2)cs1 | -19.2
COc1ccc(CN2CCN(C)CC2)cc1NC(=O)C(C)OC (centres undefined) | -7.9
CC(=O)N1CCCC(C(=O)N2CCCN(c3nc(C)cs3)CC2)C1 (centres undefined) | 7.8
Cc1c(C(=O)NC2CC2)sc(=O)n1Cc1ccc(S(C)(=O)=O)cc1 | -5.6
COc1ccccc1NC(=O)CCSCc1cc(Cl)c2c(c1)OCCO2 | -2.1
O=C(O)CCn1c(=O)oc2cc(Cl)ccc21 | 4.6
CCOC(=O)C1(Cc2ccccc2C(F)(F)F)CCN(Cc2cccnc2)CC1 | -2.7
CCN(CC1CCCN(CCc2cccc(OC)c2)C1)C(=O)Cn1ccnc1 (centres undefined) | -4.0
O=C(O)[C@H]1C[C@@H](C(=O)Nc2ccc(F)cc2)CN(Cc2ncc[nH]2)C1 | -5.2
COc1cccc(-c2nc(COc3ccc(C)cn3)cs2)c1 | -37.6
CCCC(C)(CO)NC(=O)Nc1ccc(F)cc1OC1CCCC1 (centres undefined) | 0.2
Oc1ccccc1C1NCCCn2cccc21 (centres undefined) | -14.1
Cc1cc(C)cc(-n2c(C)cn3c4c(=O)n(CCN5CCCCC5)c(=O)n(C)c4nc23)c1 | -4.9
CCCS(=O)(=O)CCN1CCN(C)CC12CCCCC2 | -7.8
O=C1NCCN2CCN(C(=O)c3n[nH]c4c3CCCC4)CC12 (centres undefined) | -9.3
CC(C)SC(NC(=O)OCc1ccccc1)C(=O)NCc1cccs1 (centres undefined) | 2.2
CCc1nc(CNC(=O)NOC)cs1 | 3.6
COc1ccc(C(NC(=O)C2CCCCC2)c2nccn2C)cc1 (centres undefined) | -9.2
Cc1ccc2nc(N3CCN(c4ccccc4F)CC3)c(C=O)c(=O)n2c1 | -5.0
Cc1ncoc1C(=O)N1CCOc2c(O)cc(-c3csc4ccccc34)cc2C1 | -8.1
Cc1cc(C)n(CC(C)NC(=O)c2cn(Cc3ccccc3Cl)nn2)n1 (centres undefined) | -9.8
CCOC(=O)C1CCN(C(=O)CC2CSc3nc4c(c(=O)n32)CCCC4)CC1 (centres undefined) | -2.7
COc1ccc(-n2ncc3c2CCN(C(=O)C2=NNC(=O)CC2)C3)cc1 | -0.7

Going on with the list.
SMILES | mcGAS MS inh
COc1cc(-n2cnnn2)ccc1NCCC(=O)c1ccc(OC)c(OC)c1 | -12.7
COc1ccc(CCC2CCCCN2C(=O)c2cnc(C)s2)cc1OC (centres undefined) | -7.0
CC1=CC(=NNc2nc3ccccc3[nH]2)CC(C)(C)C1 | -4.3
C=CCNC(=O)Nc1ccc(C(=O)NC(C)CC)cc1C (centres undefined) | -61.4
Cc1nc(N[C@H]2CCN(Cc3ccccc3)C2)c2cnn(C)c2n1 | -15.6
CC(Cl)=CCSc1nc2c(c(=O)n(C)c(=O)n2C)n1Cc1ccccc1 | -7.2
N#CCc1cc(-c2ccccc2)on1 | 1.1
COc1ccc(C2=NN(C(=O)CN3CCN(Cc4ccccc4)CC3)C(c3ccccc3)C2)cc1 (centres undefined) | -5.1
CCN1C(=O)c2cc(NS(=O)(=O)C(C)C)ccc2Oc2ccccc21 | -14.7
O=C(NCc1ncc[nH]1)c1ccccc1C1CCNC1 (centres undefined) | -17.4
C/C(=N/O)C1OC(C)(C)OC1(C)C (centres undefined) | -3.2
CCOC(=O)CCNC(=O)N1CCn2cccc2C1c1cc(OC)ccc1OC (centres undefined) | 1.0
Cc1cnc(C(=O)N2CCC(Oc3cccc(C(=O)NCc4ccccn4)c3)CC2)cn1 | -7.5&-3.5
O=c1ccc2ccc(OCc3cc(=O)n4ccsc4n3)cc2o1 | -1.7
N#CCc1ccc(Oc2ccc(C(=O)O)cc2)cc1 | -2.9
COc1ccccc1C(C)N(C)CCN1C(=O)NC2(CCCC2)C1=O (centres undefined) | -22.0
O=C(COc1ccc(F)cc1)OCc1cc(-c2ccccc2F)on1 | -4.2
COCCCn1c(SCC(=O)N2c3ccccc3Sc3ccccc32)nc2ccccc2c1=O | 10.2
COc1ccc(OC)c(NC(=O)C2(C)CCN2Cc2ccc3c(c2)OCCO3)c1 (centres undefined) | -5.1
Cc1ccn2c(=O)cc(CSc3nnnn3C3CCCC3)nc2c1 | -16.7
CCc1noc(C)c1C(=O)Nc1nnc(C2CC2)s1 | -17.8
O=C1c2ccccc2CCC1CNCCc1ccc(O)cc1 (centres undefined) | -2.2
Cc1ccc(C)c(CCNC(=O)CCNC(=O)c2ccccc2F)c1 | -18.3
c1cnc(N2CC[N+]3(CCCC3)CC2)nc1 | -7.5
Cc1cccnc1C1=NOCC(=O)N1C | 21.2

Further records:
SMILES | mcGAS MS inh
CC(C)N1CCC(=NNC(=O)c2cc(O)c(O)c(O)c2)CC1 | -14.1
CCOC(=O)c1cnc(OC)[nH]c1=O | 9.1
CSc1nnc(SCC(=O)NC(=O)c2cccn2C)s1 | -5.2
CCn1ncc2c1CCCC2NC(C)C(=O)N1CCN(C(C)=O)CC1 (centres undefined) | -11.9
CN1CCN(c2nc3c(c(Oc4cccc(F)c4)n2)CN(C(=O)Cc2cccs2)CC3)CC1 | -10.4
COc1ccc2cc(C3CN(Cc4nnc(C)s4)CCO3)ccc2c1 (centres undefined) | 14.4
Cc1ccccc1N1CCN(c2ncccc2CNC(=O)c2ccncc2)CC1 | -9.1
CCOC(=O)C(C)Sc1nc2c(c(=O)n1-c1ccc(C)cc1)SCC2 (centres undefined) | -7.1
CC(C)c1nc(NC(=O)C2=NOC(c3ccccc3)C2)n[nH]1 (centres undefined) | -4.8
C=CCn1nc(C(=O)O)c2c1CCC(N(C)Cc1ccc3nonc3c1)C2 (centres undefined) | -2.2
O=C(O)c1cc(-c2ccc(N3CCOCC3)cc2)nn1-c1ccc(F)cc1 | 0.9
CCN(CC)c1ccc(NC(=O)c2cc(Cl)cn2C)cc1 | -7.5
CN1c2ccccc2C(C)(C)C12CC(CCl)=NO2 (centres undefined) | -10.2
CSc1cccc(NC(=O)N2CCCCC2CCN2CCOCC2)c1 (centres undefined) | 4.6
O=C(O)c1nn(-c2ccccc2F)c(=O)n(Cc2cccc(C(F)(F)F)c2)c1=O | -15.8
CCc1cc(N2CCN(Cc3ccc4c(C)cc(=O)oc4c3)CC2)ncn1 | -3.0
O=C(NCCC1=CCCCC1)C1CCC(=O)N(CCc2ccccc2)C1 (centres undefined) | -9.6
O=C(CSc1nc2[nH]ncc2c(=O)[nH]1)Nc1ccc(OC(F)(F)F)cc1 | -4.2
COc1cc(C=NN=C(N)N)ccc1O | 0.5
O=C(NC1CCN(CC2CCCC2)CC1)c1ccc(Cl)cc1F | -5.1
COc1ccccc1-c1ccc(NC(C)c2cnn(C)c2)nn1 (centres undefined) | -33.6
Cc1ccccc1-n1cc(CNC(=O)C2CCC(=O)N(CCc3cccc(F)c3)C2)cn1 (centres undefined) | -0.5
COc1cc(-c2ccc3[nH]ncc3c2)cc(OC)c1OC | -4.4
CCCn1c(SCC(=O)c2cc(OC)ccc2OC)nnc1-c1ccncc1 | -3.6
O=C(NC1CCCc2c1cnn2-c1ccc(F)cc1F)c1ccc(N2CCCC2=O)cc1 (centres undefined) | -4.0

Given field by field: part of the list above.
> O=C1c2ccccc2CCC1CNCCc1ccc(O)cc1 (centres undefined)
- mcGAS MS inh: -2.2

> Cc1ccc(C)c(CCNC(=O)CCNC(=O)c2ccccc2F)c1
- mcGAS MS inh: -18.3

> c1cnc(N2CC[N+]3(CCCC3)CC2)nc1
- mcGAS MS inh: -7.5

> Cc1cccnc1C1=NOCC(=O)N1C
- mcGAS MS inh: 21.2

Further entries
SMILES | mcGAS MS inh
Cc1nc(NC(=O)c2cc(Br)ccc2Cl)sc1C | -0.2
C=CCN1C(=O)C2(CC(=O)Nc3c2sc(C(=O)O)c3-c2ccccc2)c2cc(Cl)ccc21 (centres undefined) | -8.5
c1ccc(Nc2ccc(Nc3ccccc3)nn2)cc1 | -18.8
COc1ccc(OC)c(N2CCN(C(=O)CCc3ccccc3)C(C)C2=O)c1 (centres undefined) | -7.6
Cn1c(Sc2ccc(F)c(F)c2)c(C#N)c(=O)n(C)c1=O | -1.3
Cc1nc(SCc2cc(C)on2)c2c(C)c(C)sc2n1 | -13.9
Cc1c(C(=O)C(F)(F)F)c2ccccn2c1C1=NS(=O)(=O)c2ccccc21 | -1.7
Cc1noc(C)c1C(=O)N(C)C1CCS(=O)(=O)C1 (centres undefined) | -3.8
Cc1cc(C)cc(NC(=O)c2ccc(S(N)(=O)=O)o2)c1 | 8.1
O=C(CC1SC(=Nc2ccc3c(c2)OCCO3)NC1=O)Nc1ccc(F)cc1F (centres undefined) | -6.7
O=c1c(=O)n2c(nn1Cc1ccccc1Cl)sc1ccccc12 | -4.3
O=S(=O)(NCc1ccc2c(c1)OCO2)c1ccc(Br)s1 | 8.9
CCCCN1C(=O)CCc2cc(NS(=O)(=O)c3ccc(OC)cc3C)ccc21 | -4.5
COCCn1c(C)cc(C=C(C#N)C(=O)C(C)(C)C)c1C | -8.1
COc1ccnc(CS(=O)c2nc3ccc(OC(F)F)cc3[nH]2)c1OC (centres undefined) | -1.5&9.1
O=C(Nc1cccc2c1CCCC2)c1ccccc1S(=O)(=O)N1CCCCC1 | 0.2
COc1ccccc1NC(=O)N(Cc1nnc2n1CCCCC2)c1ccc(C)cc1 | -5.5
N#Cc1ccc(NC(=O)NCc2ccn(-c3ccccc3)n2)cc1 | -29.8
Cc1cc(C)c(-c2cc(C(=O)N(CCC(=O)NCCN(C)C)Cc3ccccc3)no2)c(C)c1 | 0.4
CC(=O)NCCNc1nc2cc(-c3ccccc3CO)sc2c(=O)n1C | -13.5
CCS(=O)(=O)Nc1ccc2c(c1)C(=O)N(C)c1cc(C)ccc1O2 | -1.8
O=C(NCc1ccsc1)N1CCn2c(nnc2-c2ccccc2)C1 | -1.3
Cc1c(N)cnn1-c1ccccc1F | -2.8
CC(CNC(=O)OC(C)(C)C)N(C)Cc1cn2ccccc2n1 (centres undefined) | -3.2
O=C(CCc1ncc(-c2ccccc2F)o1)N1CCN(S(=O)(=O)c2ccccc2)CC1 | 8.1

Additional entries
SMILES | mcGAS MS inh
Cc1ccc(-c2cc(C(=O)N3CCCC3Cn3cccn3)n[nH]2)o1 (centres undefined) | -11.9
Cc1ccc(C)c(OCCNC(=O)c2cc(=O)[nH][nH]2)c1 | -3.3
O=C(CN1CCc2sccc2C1)N1CCN(C2CCCC2O)CC1 (centres undefined) | -9.4
Cn1c(N2CCC(C(=O)Nc3ccccc3)CC2)c(C#N)c(=O)n(C)c1=O | -0.9
Cc1cc(=O)[nH]c(Sc2c(C)c3cc4c(cc3[nH]c2=O)OCO4)n1 | 7.0
O=c1c2nnc3c(-c4ccccc4)cnn3c2ccn1CCc1ccccc1 | -4.4
CCOC(=O)C(C)(C)Oc1cccc2c1S(=O)c1ccccc1-2 (centres undefined) | -6.8
NC1(C(=O)O)CCN(Cc2ccccc2-c2ccco2)C1 (centres undefined) | -18.9
c1ccc(CN2CCC(n3ccnc3-c3cnc[nH]3)C2)cc1 (centres undefined) | -25.9
O=c1c(=Cc2ccncc2)sc2n1CN(c1ccc(I)cc1)CN=2 | -15.1
O=c1c2sccc2nc(SCCO)n1-c1ccccc1 | -2.8
CCCOc1c(Cl)cc(C=CC(=O)N(C)C2CCS(=O)(=O)C2)cc1OC (centres undefined) | 3.7
CCN(CC(=O)Nc1ccc(OC)cc1)Cc1noc2c1CCCC2 | -8.1
Cc1ccsc1[C@@H]1CCN(C(=O)CCCn2cncn2)C[C@H]1O | 2.3
CN(CCNC(=O)C(F)(F)F)C(=O)C1CCCCN1Cc1ccc(-n2ccnc2)cc1 (centres undefined) | 1.4
CSc1ccc(CN2CCC(C)(Oc3cnc(Cl)c4ccccc34)C2)cc1 (centres undefined) | 7.8
COc1ccccc1CNC1CC2CCC1(C)C2(C)C (centres undefined) | -1.9
Cc1nc2cc(NC(=O)C(C)Oc3ccc(Cl)cc3)ccc2o1 (centres undefined) | 18.7
CN(C)C(C(=O)Nc1nccs1)c1c(F)cccc1Cl (centres undefined) | -18.0&-13.2
O=C1C(c2cccc(Br)c2)=Nc2ccccc21 | -6.8
O=S(=O)(c1ccc(Br)cc1Br)N1CCCCC1 | -3.7
CCOC(=O)C1CSCCN1C(=O)COc1ccccc1C (centres undefined) | -3.9
Cc1ccc2cc(C3(O)CCN(C(=O)COc4cccnc4)CC3)ccc2n1 | -11.0
Clc1cncc(Cl)c1CN(Cc1cccnc1)Cc1ccc2c(c1)OCO2 | -18.7
CCN(CC)CCN(Cc1ccccc1)Cc1c(C)noc1C | -9.1

Going on with the list:
SMILES | mcGAS MS inh
CCN(CC)C(=O)CSc1nc(N)c2c3c(sc2n1)CCCC3 | -4.1
CCCSc1nnnn1Cc1cccs1 | -10.1
Cc1nc2sccn2c1C(=O)N1CCCC(Nc2ccc3c(c2)OCCO3)C1 (centres undefined) | -6.9
O=C(NCc1cccs1)c1cn(CCOc2ccc(F)cc2)c(=O)s1 | -5.7
Cc1ccc(CN2CCN(Cc3cc4ccccc4[nH]3)CC2CCO)cc1 (centres undefined) | 1.8
CCn1c(SCC(=O)Nc2sccc2C(N)=O)nnc1C1CC1 | -0.3
Cc1ccc(-c2[nH]ncc2CNCCCN(C)C)cc1 | -10.1

Retrieved by compound from the entries so far:
SMILES | mcGAS MS inh
Cc1ccc(-c2[nH]ncc2CNCCCN(C)C)cc1 | -10.1
O=C(NCc1cccs1)c1cn(CCOc2ccc(F)cc2)c(=O)s1 | -5.7
Cc1nc2sccn2c1C(=O)N1CCCC(Nc2ccc3c(c2)OCCO3)C1 (centres undefined) | -6.9
CCCSc1nnnn1Cc1cccs1 | -10.1
CCN(CC)C(=O)CSc1nc(N)c2c3c(sc2n1)CCCC3 | -4.1
Cc1ccc(CN2CCN(Cc3cc4ccccc4[nH]3)CC2CCO)cc1 (centres undefined) | 1.8
